Screening data as filed in PubChem BioAssay.
FXIa inh: human FXIa protease inhibitors, primary screen, biochemical, 1536-well; AID 798, 2007; hit rate 0.14% among 220,000; purified FXIa, Boc-Glu-Ala-Arg-AMC fluorogenic substrate; inhibition, % at 5 µM; Coagulation factor XI (Homo sapiens), P03951;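 active = inhibition of at least 40%; inactive = inhibition below 40%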;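 also: fluorescence of freed AMC excited at 355 nm; 0% = enzyme without compound and 100% = no enzyme blank; many of its hits are not listed in these tables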
PERK inhibitor: block of dimerizer-induced PERK translation repression, primary screen, PERK inhibitor project, CHO PERK-DD cells, SEAP luminescence, HTS; Eukaryotic translation initiation factor 2-alpha kinase 3 (Homo sapiens), Q9NZJ5; CHO PERK-DD fusion, SEAP luminescence translation reporter; inhibition, % at 5.6 µM; hit rate 0.17% among 220,000; AID 1416, 2008;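 active = inhibition above the mean inhibition of all tested compounds plus 3 SD, set separately per screening campaign, cut at about 2.9% in these data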;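 also: PERK kinase domain activated by AP20187 dimerizer at 100 nM; 0% = DMSO with dimerizer and 100% = rapamycin at 8.4 µM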
KLK5 inh: human KLK5 protease inhibitors, primary screen, biochemical, 1536-well. Kallikrein-5 (Homo sapiens), Q9Y337. recombinant hK5, fluorogenic AMC substrate cleavage. inhibition, % at 5 µM. hit rate 0.59% among 210,000. AID 873, 2007;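 active = inhibition of 40% or more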;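 also: 0% = enzyme controls without compound and 100% = no-enzyme blanks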
Target sequence (Q9Y337 67-293 limits assumed): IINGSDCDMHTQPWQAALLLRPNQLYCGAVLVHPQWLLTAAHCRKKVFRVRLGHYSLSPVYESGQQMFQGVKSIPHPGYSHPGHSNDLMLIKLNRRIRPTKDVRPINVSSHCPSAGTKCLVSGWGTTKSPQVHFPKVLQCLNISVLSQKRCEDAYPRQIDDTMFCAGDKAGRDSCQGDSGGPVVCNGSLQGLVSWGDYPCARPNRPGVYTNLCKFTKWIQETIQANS
Furin inh: human furin inhibitors, primary screen, biochemical, fluorescence intensity. AID 463115, 2010. inhibition, % at 30 µM. purified furin, fluorogenic substrate cleavage. P09958. hit rate 0.061% among 220,000; in the data active = inhibition above about 25%; also: inactives centre near -15
p97 inhibitor: inhibitors of human p97 ATPase, primary screen, biochemical | hit rate 0.42% among 220,000 | inhibition, % at 8 µM | recombinant p97 ATPase, Kinase-Glo ATP luminescence, 3 h | Transitional endoplasmic reticulum ATPase (Homo sapiens), P55072; in the data active = inhibition above about 15%;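 also: 0% = DMSO vehicle and 100% = wells lacking enzyme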
Wee1 stabilizer: Wee1 degradation inhibitors, primary screen, cell-based, HeLa, Wee1K328M-luciferase, luminescence. Wee1-like protein kinase (Homo sapiens), P30291. HeLa Luc-Wee1K328M stability; 100% = proteasome inhibitor MG132 effect. reporter increase, % at 5 µM. hit rate 1.2% among 220,000. AID 1321, 2008;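 active = activation above the mean of all tested compounds plus 3 SD, set per screening run, cut at about 8.8% in these data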;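 also: cells exposed to compound for 20 h before luminescence read; 0% = DMSO alone and 100% = MG132 at 30 µM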
Target sequence (P30291 whole entry K328M): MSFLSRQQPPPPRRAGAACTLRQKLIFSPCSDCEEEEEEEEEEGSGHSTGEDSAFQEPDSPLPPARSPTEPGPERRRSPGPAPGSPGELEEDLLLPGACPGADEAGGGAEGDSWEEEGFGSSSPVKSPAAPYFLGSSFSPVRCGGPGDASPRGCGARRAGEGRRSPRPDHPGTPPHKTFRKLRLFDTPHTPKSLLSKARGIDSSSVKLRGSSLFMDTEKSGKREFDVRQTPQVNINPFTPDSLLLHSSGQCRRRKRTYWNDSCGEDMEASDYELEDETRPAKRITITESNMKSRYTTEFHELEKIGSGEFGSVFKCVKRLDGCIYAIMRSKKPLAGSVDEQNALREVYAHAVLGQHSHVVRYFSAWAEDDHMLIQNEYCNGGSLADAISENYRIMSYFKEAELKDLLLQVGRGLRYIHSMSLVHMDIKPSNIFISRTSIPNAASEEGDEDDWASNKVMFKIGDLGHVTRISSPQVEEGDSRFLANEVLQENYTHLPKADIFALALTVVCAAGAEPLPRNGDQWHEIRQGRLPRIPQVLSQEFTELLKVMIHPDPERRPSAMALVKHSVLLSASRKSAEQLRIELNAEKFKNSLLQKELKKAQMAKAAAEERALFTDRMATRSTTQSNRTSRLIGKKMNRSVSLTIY
KCC2 mod: KCC2 cotransporter modulators, thallium flux, primary screen, cell-based, HEK293 KCC2, FluoZin-2 fluorescence, MLSMR | KCC2 cells, thallium flux FluoZin-2 fluorescence | B-score of Tl+ flux slope (higher = more flux/activation; lower = inhibition) at 10 µM | hit rate 2.2% among 190,000 | AID 1456, 2008;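 active = thallium flux slope and its plate-corrected score both differing from the plate sample mean at a set confidence after two filtering rounds, in either direction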;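 also: slope of fluorescence scaled to starting intensity during 10 to 20 s after thallium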
FXIIa inh: human FXIIa protease inhibitors, primary screen, biochemical, 1536-well; hit rate 0.3% among 220,000; inhibition, % at 5 µM; purified FXIIa, Boc-QGR-AMC fluorogenic substrate, 2 h; Coagulation factor XII (Homo sapiens), P00748; in the data active = inhibition above about 40%;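 also: 0% = enzyme with no compound and 100% = blank without enzyme; many of its hits are not listed in these tables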
Thrombin inh: human alpha-thrombin inhibitors, primary screen, counter-screen for coagulation protease inhibitor project, biochemical, 1536-well, fluorogenic AMC substrate; Boc-VPR-AMC fluorogenic substrate cleavage; inhibition, % at 5 µM; hit rate 0.26% among 220,000; AID 1046, 2008;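 active = inhibition at or above 40%; inactive = inhibition below 40%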;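 also: 0% = enzyme with no compound and 100% = wells without enzyme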
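Test system: human alpha-thrombin protein / Dosing: one concentration per compound, 5 µM, with 0.2% DMSO / Medium: pH 7.5 Tris-saline with Tween 20 / Benchmarks: no-compound enzyme wells and no-enzyme blanks / Read-out basis: percent inhibition of thrombin substrate cleavage / Timing: reaction at room temperature / Measured by: fluorescence, ex 355 nm, em 460 nm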
* = called active by the depositor; . = not tested or not shown; [ ] = remark or other dose. Hits appear at their usual frequency; 4.4% or so of the library scored in one or more.

SMILES	FXIa inh	PERK inhibitor	KLK5 inh	Furin inh	p97 inhibitor	Wee1 stabilizer	KCC2 mod	FXIIa inh	Thrombin inh
CCSc1ccc(-c2cccc([N+](=O)[O-])c2)nn1	-1	-0.9	-1	-25	-1	0	-0.47	.	2
CC(=O)Oc1ccc2oc3c(c2c1)C(=O)CCC3	-7	0.8	-12	-15	1	-1	0.82	10	1
CCOc1ccc2nc(N/C(N)=N/S(C)(=O)=O)nc(C)c2c1	-5	0.4	-6	-21	4	1	1	-7	-6
Cn1c(N/N=C/c2cccs2)nc2c1c(=O)n(Cc1ccccc1)c(=O)n2C	6	0.5	-5	-6	8	4	-0.67	11	0
Cc1nc2c(-c3ccccc3)c[nH]n2c(=O)c1Cc1ccccc1	2	0.0	1	-17	1	6	16*	9	-8
CCOc1ccc(-n2cc(C(=O)Nc3cccc(C)n3)c3cc(OC)c(OC)cc3c2=O)cc1	.	-0.1	.	-17[20 µM]	6	0	-0.6	.	.
CC(=O)c1cc(C(=O)N2CCCC(CCC(=O)N(C)CCc3ccccn3)C2)cs1 (stereo unspecified)	4	0.5	22	-11	2	0	0.87	12	4
Cc1ccc2c(c1)nnn2C1CCN(CC(=O)Nc2ccccc2N2CCOCC2)CC1	-2	-2.0	3	-7	-9	-2	.	4	-2
CCC(C)(C(=O)NC1CCCCC1)N(C(=O)c1ccccn1)c1ccccc1 (stereo unspecified)	5	-1.7	-33	-6[20 µM]	-5	0	-0.02	9	-5
O=c1c(-c2ccc(Oc3ccccc3)cc2)[n+]([O-])c2ccccc2n1OCc1ccccn1	-5	-2.8	3	-14[20 µM]	-6	4	.	-16	-11
Cc1ccc(N2C(=O)CC(Sc3ncn[nH]3)C2=O)cc1C (stereo unspecified)	1	0.2	-7	2[20 µM]	-2	-2	.	11	3
CC(C)c1ccc(NC(=O)C[n+]2ccn(C3=C([O-])c4ccccc4C3=O)c2)cc1	-2	1.1	0	-18	-3	2	1.7	6	-4
COC(=O)c1[nH]c2ccccc2c1NC(=O)CN1CCN(c2cccc(Cl)c2)CC1	12	0.0	-13	-25	6	-3	.	8	5
CCOc1cc(/C=C2\N=C(C)OC2=O)cc(Br)c1OCC(=O)OC	6	0.3	0	-23[20 µM]	2	-1	1.4	21	14
CCOC(=O)c1c(C)[nH]c(C(=O)CN2C(=O)NC(C)(c3ccc4ccccc4c3)C2=O)c1C (stereo unspecified)	0	-0.5	-22	-8[20 µM]	-1	3	-0.13	11	1
N/C(=N\OC(=O)c1ccc(Br)o1)c1cccnc1	-1	0.8	0	-19	2	0	0.73	9	-5
COc1ccc(-c2cnc(NCc3cc4c(cc3[N+](=O)[O-])OCO4)n2C)cc1	9	0.2	-19	-9	7	0	-0.35	14	5
O=C(O)c1ccc(/C=N/N2CCN(Cc3cccc4ccccc34)CC2)cc1	-4	2.1	-15	-15	2	-2	0.3	4	2
N#Cc1c(F)cccc1N1CCOCC1	4	2.6	15	-22	5	-2	0.46	3	10
CCOC(=O)c1c(NS(=O)(=O)c2cccc(OC)c2)sc2c1CCC2	16	1.9	-1	-14[20 µM]	1	2	38*	14	-12
Cn1c(=S)[nH]c2c(c1=O)C(C)(C)Cc1ccccc1-2	-3	-0.2	1	-5	-8	-3	83*	4	-12
Cc1onc(-c2ccccc2)c1C(=O)Nc1cccc2nsnc12	5	-0.1	-30	-17[20 µM]	1	-1	0.21	13	-7
COc1ccc2c(c1)cc(C(=O)O)n2C	0	0.5	-7	-19[20 µM]	-2	-2	-0.11	12	3
Cc1cccc(Oc2ncc(-c3ccc(Cl)cc3)cn2)c1	-1	2.0	-17	2[20 µM]	2	-1	-0.34	6	-2
COc1ccc(Cl)cc1-c1n[nH]c(=S)n1C	-1	-0.1	-7	-8[20 µM]	4	1	0.031	9	-3
CC(C)(C)C(=O)Nc1ccc(C(=O)N/N=C/c2ccccc2OC(=O)c2ccccc2)cc1	60*	0.2	11	-22[20 µM]	10	-3	-0.9	-1	-3
CCOc1cc(/C=N/Nc2cc(C)nc(-n3nc(C)cc3C)n2)ccc1O	0	-0.1	-8	-24	-1	-2	1.6	10	2
NS(=O)(=O)c1ccc(CCNC(=O)c2ccc(Cl)cc2[N+](=O)[O-])cc1	-3	0.1	-1	-24	0	2	-0.5	5	-10
O=C1Nc2ccccc2S/C1=C/c1cccs1	3	-1.1	2	-16	-1	-1	-0.2	9	-2
Cc1ccc(-c2nnn(CC(=O)Nc3nnc(C(C)C)s3)n2)cc1	-6	0.4	-6	-6	-3	-5	-0.26	3	-11
CCC1CSC(Nc2ccc(C(=O)/C=C/c3ccc(Oc4ccccc4)cc3)cc2)=N1 (stereo unspecified)	7	0.2	-12	-7	-4	-2	0.05	7	-3
COc1ccc(C2=NOC(C(=O)NC(C)(C)C)C2)cc1 (stereo unspecified)	6	0.8	-15	-9	2	2	0.19	20	-3
CCOC(=O)COc1ccc2c(=O)c(-c3ccccc3)coc2c1	5	2.0	6	-21	3	1	-1.6	12	1
CCOC(=O)CN(C(=O)CSc1nnc(-c2ccc(OC)c(OC)c2)o1)c1ccccc1	0	0.8	3	-22	7	3	0.4	5	0
CCOc1cc(CNCCc2ccc(S(N)(=O)=O)cc2)ccc1OCC(=O)NC1CCCCC1	-4	0.3	-26	-15[20 µM]	0	4	0.56	17	4
Cc1ccc(Cn2c(SCc3cccnc3)nc3c2c(=O)n(C)c(=O)n3C)cc1	-7	-2.0	7	-10	-4	-2	.	-4	-6
COc1cc(C2C(C#N)=C(C)NC3=C2C(=O)CC(C)(C)C3)cc(OC)c1O (stereo unspecified)	-1	-0.3	-21	-23	4	0	0.34	7	1
CCN(CC)c1ccc(/C=N/n2nnnc2N)c(O)c1	3	-0.1	-24	-11[20 µM]	-4	-2	-0.53	8	7
Oc1ccc(N=Cc2cc(Br)c(N3CCOCC3)o2)cc1	8	0.5	-11	-2	8	-1	0.4	6	-4
CCCCCCSC1=C(C#N)C(c2ccccc2)CC(=O)N1 (stereo unspecified)	-10	0.4	-26	-21	-2	4	-0.88	-11	-10
O=C(O)/C(=C\c1ccco1)NC(=O)c1cccc2ccccc12	2	0.2	9	-2[20 µM]	11	-6	0.83	22	9
CSc1ccc(C2Nc3ccccc3-c3cc(C)nn32)cc1 (stereo unspecified)	1	0.7	-15	-14	7	-3	0.79	9	5
COc1ccc(CNC(=O)CCc2c(C)nc3cc(-c4ccccc4OC)nn3c2C)cc1	1	-1.4	2	-14	-1	6	-0.48	6	0
CCn1c(SCC(=O)Nc2ccccc2N2CCCCC2)nc2c1c(=O)n(C)c(=O)n2C	3	-0.1	-9	-26[20 µM]	-3	-1	-0.2	5	0
CC(/C=N/n1c(-c2n[nH]c3c2CCC3)n[nH]c1=S)=C\c1ccco1	5	-0.1	4	-3	11	0	-0.02	10	2
COc1ccc(C2c3sc(=O)[nH]c3SC3C4CCC(C4)C23)cc1 (stereo unspecified)	-2	0.6	-1	9[20 µM]	11	-2	-0.062	6	5
CC(=O)c1ccc(Nc2cnn(C34CC5CC(CC(CC(=O)O)(C5)C3)C4)c(=O)c2Cl)cc1	-4	0.2	-1	-15	0	1	0.26	2	12
O=C(NC(=S)N1CCN(c2ccccn2)CC1)c1ccccc1	11	-0.8	-3	-19	3	1	17*	14	2
NNC(=O)c1cccc(COc2ccccc2Br)c1	-10	-0.2	-20	-16[20 µM]	2	1	-0.47	3	-13
COc1ccccc1C1/C(=C(/O)c2ccccc2)C(=O)C(=O)N1CC(C)C (stereo unspecified)	0	0.6	-18	-15	5	2	-0.84	5	0
N#Cc1c(NC(=O)c2nc3ncccn3n2)sc2c1CCCCC2	4	0.7	7	-9[20 µM]	1	-3	0.16	16	4
O=C(NNS(=O)(=O)c1ccccc1)c1ccc(S(=O)(=O)N2CCCCC2)cc1	-3	1.2	-17	-20	3	-2	-0.28	7	-8
Cc1ccc(/C=C(/NC(=O)c2ccccc2)C(=O)NCCc2c[nH]c3ccccc23)o1	17	0.4	-12	-10[20 µM]	6	-3	-2.5	27	3
Cc1ccc2[nH]c3c(=S)nc[nH]c3c2c1	-1	0.3	-9	-16	6	0	0.77	-3	-8
COc1ccccc1OCCNC(=O)c1cc(=O)[nH]c2ccccc12	2	1.1	6	-24	1	0	0.021	10	2
c1ccc(NCc2cccnc2)cc1	7	1.6	-5	-21[20 µM]	6	0	-0.76	14	1
COc1cc(NC(=O)c2cc3nc(C)cc(C)n3n2)c(OC)cc1Cl	2	-0.4	-18	-21	-1	-2	.	8	-8

Structures listed above that bear a hit mark in KCC2 mod.
molecule,FXIa inh,PERK inhibitor,KLK5 inh,Furin inh,p97 inhibitor,Wee1 stabilizer,KCC2 mod,FXIIa inh
Cc1nc2c(-c3ccccc3)c[nH]n2c(=O)c1Cc1ccccc1,2,0.0,1,-17,1,6,16*,9
CCOC(=O)c1c(NS(=O)(=O)c2cccc(OC)c2)sc2c1CCC2,16,1.9,-1,-14[20 µM],1,2,38*,14
Cn1c(=S)[nH]c2c(c1=O)C(C)(C)Cc1ccccc1-2,-3,-0.2,1,-5,-8,-3,83*,4
O=C(NC(=S)N1CCN(c2ccccn2)CC1)c1ccccc1,11,-0.8,-3,-19,3,1,17*,14

Single values from above:
COc1cc(NC(=O)c2cc3nc(C)cc(C)n3n2)c(OC)cc1Cl – KLK5 inh: -18
Cc1ccc2[nH]c3c(=S)nc[nH]c3c2c1 – Furin inh: -16
c1ccc(NCc2cccnc2)cc1 – Wee1 stabilizer: 0
Cc1ccc(/C=C(/NC(=O)c2ccccc2)C(=O)NCCc2c[nH]c3ccccc23)o1 – Wee1 stabilizer: -3
NNC(=O)c1cccc(COc2ccccc2Br)c1 – KLK5 inh: -20

Ordered by molecular weight (ascending): 3 of the compounds above.
SMILES	FXIa inh	PERK inhibitor	KLK5 inh	Furin inh	p97 inhibitor	Wee1 stabilizer	KCC2 mod	FXIIa inh	Thrombin inh
CCN(CC)c1ccc(/C=N/n2nnnc2N)c(O)c1	3	-0.1	-24	-11[20 µM]	-4	-2	-0.53	8	7
COc1ccc(C2c3sc(=O)[nH]c3SC3C4CCC(C4)C23)cc1 (stereo unspecified)	-2	0.6	-1	9[20 µM]	11	-2	-0.062	6	5
Cc1ccc2c(c1)nnn2C1CCN(CC(=O)Nc2ccccc2N2CCOCC2)CC1	-2	-2.0	3	-7	-9	-2	.	4	-2
